SRC1 TRFRET art – TR-FRET detection interference compounds, primary screen, artefact control for PPARgamma SRC-1 recruitment agonists, biochemical, TR-FRET emission ratio | TR-FRET detection artefact counter-screen; hits give high values | TR-FRET ratio at 8 µM | 99,000 tested, 0.34% active; in the data active means TR-FRET ratio above about 2300; further: inactives centre near 1800
SRC3 TRFRET art – TR-FRET detection interference compounds, artefact control for PPARgamma SRC-3 recruitment agonists, biochemical, TR-FRET ratio; TR-FRET ratio at 8 µM; TR-FRET artefact counter-screen, PPARgamma/SRC-3 format; hits give high values; AID 1048, 2008; 99,000 tested, 0.39% active; in the data active means TR-FRET ratio above about 2000; further: inactives centre near 1600
* hit, by the source's call. These rows are one share of the data; count on the stated rates, not on these rows.

Compound,SRC1 TRFRET art,SRC3 TRFRET art
CC(C)(C)NC(=O)Cc1ccc(Cl)c(Cl)c1,1820,1621
O=C(N/N=C\c1ccc2c(c1)OCO2)c1ccc(Cn2cc(Br)c([N+](=O)[O-])n2)o1,1881,1548
CCN(CC)S(=O)(=O)c1ccc(C(=O)NCc2ccc3c(c2)OCO3)cc1,2030,1670
Cc1ccc(-c2csc(=S)[nH]2)cc1,1886,1601
COc1cc2c(cc1NC(=O)CSCC(=O)O)oc1ccccc12,2017,1723
COc1ccc(OCC(O)Cn2c(=N)n(CCN3CCCCC3)c3ccccc32)cc1 (centres undefined),1848,1501
CCn1c(C)nc2cc(C(=O)N/N=C/c3cccc(OC)c3O)ccc21,2036,1561
CCn1c(=O)c([N+](=O)[O-])c(NCCN(C)C)c2ccccc21,1891,1648
COc1ccccc1C(C)NCC(=O)Nc1ccccc1C(F)(F)F (centres undefined),1867,1549
O=S(=O)(c1cccc2cccc(Cl)c12)N1CCCC1,1770,1545
COc1ccc(/C=N/NC(=O)c2ccc(CSc3nc(C)cc(C)n3)cc2)c(OC)c1OC,1557,1571
CC(C)CNC(=O)c1ccccc1NC(=O)CN(c1ccccc1)S(=O)(=O)N(C)C,1804,1454

Four entries from above, arranged by length of the SMILES, highest first.
Compound,SRC1 TRFRET art,SRC3 TRFRET art
COc1ccc(/C=N/NC(=O)c2ccc(CSc3nc(C)cc(C)n3)cc2)c(OC)c1OC,1557,1571
CC(C)CNC(=O)c1ccccc1NC(=O)CN(c1ccccc1)S(=O)(=O)N(C)C,1804,1454
CCn1c(C)nc2cc(C(=O)N/N=C/c3cccc(OC)c3O)ccc21,2036,1561
COc1ccccc1C(C)NCC(=O)Nc1ccccc1C(F)(F)F (centres undefined),1867,1549

Remaining list, next part
Compound,SRC1 TRFRET art,SRC3 TRFRET art
CCOC(=O)C1CCN(c2nc3ccccc3nc2C(C#N)C(=O)OC(C)COC)CC1 (centres undefined),1812,1536
COc1cc(CN2CCNC(=O)C2CC(=O)N(C)Cc2cccnc2)cc(OC)c1 (centres undefined),1626,1532
CCCC(c1nnnn1Cc1ccco1)N1CCN(C2CCCC2)CC1 (centres undefined),1677,1677
COc1ccc(C(=O)Nc2ccc(Oc3ncnc4sc(-c5ccccc5)cc34)cc2)cc1OC,1770,1558
CN1CCN(S(=O)(=O)c2cccc(C(=O)O)c2)CC1,1503,1538
N/C(=N\OC(=O)c1cc(Br)ccc1Cl)c1cccnc1,1741,1684
Cc1ccc(OC(=O)Nc2ccccc2)cc1,1781,1402
Cc1nn(Cc2ccccc2)c(Cl)c1/C=N/NC(=O)CNc1cccc(C(F)(F)F)c1,1750,1590
COc1ccc(S(=O)(=O)N(CCC(=O)O)Cc2ccccc2)cc1,1804,1497
CCN(C1CCS(=O)(=O)C1)S(=O)(=O)c1cccc([N+](=O)[O-])c1 (centres undefined),1556,1562
Cc1ccc([N+](=O)[O-])c(OCCN2CCC(Cc3ccccc3)CC2)c1,1656,1347
COc1ccc(N2C(=O)NC(NC(=O)c3cccnc3)(C(F)(F)F)C2=O)cc1 (centres undefined),1979,1665

(listing goes on)
Compound,SRC1 TRFRET art,SRC3 TRFRET art
CC(C)=CCC/C(C)=C/C=N/NC(=O)c1ccc([N+](=O)[O-])cc1,1834,1514
CCC(C)(C)NC(=O)C(Sc1ccccc1)c1ccccc1 (centres undefined),2021,1675
CCCCNC1=NCCS1,1658,1527
COc1cc2c(=O)c(-c3ccc(O)cc3)coc2cc1OC1OC(CO)C(O)C(O)C1O (centres undefined),1619,1559
O=C(CN(Cc1cccs1)C(=O)CNS(=O)(=O)c1ccccc1)NC1CCCC1,1718,1593
CCOc1ccc(CNC(=O)CCCc2cn(C)c3ccccc23)cc1OC,1860,1589
Cc1ccc2[nH]c(=O)c(Cc3ccccc3)c(O)c2c1,1548,1370
Cc1ccc(Nc2nc(NCCCN3CCOCC3)nc(N)c2[N+](=O)[O-])cc1,1852,1532
CC1(C)CC(=O)C(C(=O)CCCCC(=O)C2C(=O)CC(C)(C)CC2=O)C(=O)C1,1801,1493
CCOC(=O)C(NCc1ccc(OC)cc1)(NC(C)=O)C(F)(F)F (centres undefined),1662,1458
O=C(NCCCN1CCN(Cc2ccccc2)CC1)C1CCN(S(=O)(=O)N2CCC3(CC2)OCCO3)CC1,1817,1627
CCOC(=O)C1=C(C)NC(=O)NC1c1ccc(OC)c(Cl)c1 (centres undefined),1813,1527

Continuation:
Compound,SRC1 TRFRET art,SRC3 TRFRET art
Cn1c(=O)c2c(nc3n2CCS3)n(C)c1=O,1527,1591
CN(C)CCCN(C(=O)c1sc2ccccc2c1Cl)c1nc2ccc(F)cc2s1,2170,1684
CC(=O)NC1(c2ccccc2)CCN(c2cc(C)nc(-c3ccccc3)n2)CC1,1800,1364
O=C(N/N=C/c1ccc(Br)o1)c1ccc2c(c1)OCCO2,1657,1511
COc1ccccc1N(CC(=O)NCC(C)C)S(=O)(=O)c1cccs1,1863,1507
COc1ccc2ccccc2c1/C=N/NC(=O)c1sc(N)c(C#N)c1C,1578,1673
CC(CN(C)Cc1ccccc1)OC(=O)c1ccc(F)cc1 (centres undefined),1982,1816
O=C(NN1C(=O)C2C3C=CC(O3)C2C1=O)c1cccc(O)c1 (centres undefined),1654,1440
Cc1ccc(NC(=O)N2CCCc3ccccc32)cc1,1421,1393
COC(=O)Nc1nc2ccc(C(=O)c3ccc(F)cc3)cc2[nH]1,1782,1775
O=C(CN(c1cccc([N+](=O)[O-])c1)S(=O)(=O)c1ccccc1)N(Cc1ccccc1)Cc1ccccc1,1710,1567
C=CCNc1c2c(nc3nnnn13)CCCC2,1729,1738

Carrying on:
Compound,SRC1 TRFRET art,SRC3 TRFRET art
Cc1ccc(C(=O)Nc2ccc(-c3csc(C)n3)cc2)cc1,1762,1324
CCOc1ccc(NC(=O)CNC(=O)COc2ccccc2)cc1,1653,1548
CCOc1ncccc1C(=O)NCc1ccc(C)cc1,1726,1401
CC(C)c1c(Cl)c(O)c(-c2ccccc2)c(=O)n1-c1ccc(F)cc1,1696,1406
CCC(=O)Nc1c(C(=O)N2CCN(c3ccccn3)CC2)cnn1-c1ccc(C)cc1,1650,1596
CC(Nc1cc(N2CCN(S(=O)(=O)N(C)C)CC2)ccc1[N+](=O)[O-])c1ccccc1 (centres undefined),1822,1538
CCCCC(CC)C(=O)Nc1cccc(SC)c1 (centres undefined),1410,1472
CC(C)CCNC(=O)NC(=O)COC(=O)/C=C/c1cc(Br)ccc1F,1706,1515
CCOc1cc(-c2nc(C)c(C(C)=O)n2O)ccc1OCC(=O)Nc1ccc(F)cc1,1938,1568
CC(=O)c1cccc(NC(=O)/C(=C\c2cccnc2)NC(=O)c2ccco2)c1,2125,1513
CC1=CC(C)(C)[N+](C)(C)c2ccc(C)cc21,1671,1475
C=CCN1C(=O)/C(=C\c2ccc(OC(=O)c3ccco3)c(OC)c2)SC1=S,2020,1735

Later entries
Compound,SRC1 TRFRET art,SRC3 TRFRET art
CCN1CCCC1CNC(=O)Cn1cc2c(n1)CCC(C)C2 (centres undefined),1575,1705
O=C(Cc1ccccc1)N1CCN(c2ncccn2)CC1,1936,1596
COc1ccc(OCCOC(=O)c2nc3nccc(C)n3n2)cc1,1804,1344
CCNC(=S)N1CCCC(C(N)=O)C1 (centres undefined),1694,1581
CCC(=O)OCC(=O)Nc1cc(S(=O)(=O)N(C)C)ccc1Cl,1659,1615
COc1cc(/C=N/Nc2ccc(Cl)cc2)ccc1OC(=O)c1cccs1,1643,1503
CCCCN(Cc1ccccc1)C(=O)C1CCN(Cc2sccc2C)CC1,1687,1544
Cc1ccc(S(=O)(=O)N2CCOCC2)cc1NC(=O)COC(=O)c1ccc2c(c1)OCCO2,1652,1492
COc1ccc(S(=O)(=O)NCc2ccc(C(=O)NCc3cccnc3)cc2)cc1,1753,1540
COC(=O)c1ccc2c(=O)[nH]c(CCl)nc2c1,1559,1444
CNS(=O)(=O)c1ccc(NC(=O)C2CC(=O)N(c3ccc(Cl)cc3)C2)cc1 (centres undefined),1767,1515
CCOC(=O)/C(=N/Nc1ccc(OC)cc1)Sc1nnc(CCc2ccccc2)n1-c1ccccc1,1614,1469

Going on with the list:
Compound,SRC1 TRFRET art,SRC3 TRFRET art
CCOc1ccc(N2CC(C(=O)NCCN3C(=O)S/C(=C\c4cccnc4)C3=O)CC2=O)cc1 (centres undefined),1654,1334
Cn1c(-c2cccc3ccccc23)n[nH]c1=S,1768,1502
Cc1ccc(NC(=O)C(C)N2C(=O)c3ccccc3C2=O)cc1S(=O)(=O)N1CCOCC1 (centres undefined),1894,1639
CCC(C)NC(=O)c1ccc(CSc2nc3ccncc3n2Cc2ccc(F)cc2)cc1 (centres undefined),1625,1722
CCOc1ccccc1NC(=O)Nc1ccc(Br)cn1,1751,1444
CCSc1nnc(NC(=O)c2cc(-c3ccc(C)c(C)c3O)n[nH]2)s1,1678,1626
CC(C)NC(=S)N1CCn2c(nc3ccccc32)C1,1713,1621
O=C(OCCCN=C1NS(=O)(=O)c2ccccc21)c1cccs1,1865,1572
O=C(Nc1ccc(Oc2cccnc2)cc1)c1ccc([N+](=O)[O-])cc1,1583,1622
CCN(CC)S(=O)(=O)c1ccc(C)c(N=C=S)c1,1519,1609
Cc1ccc(C(=O)NCC(=O)OCC(=O)N2CCCc3ccccc32)cc1,1963,1706
O=C(CCc1ccccc1)Nc1ccccc1,1717,1593

(cont.)
Compound,SRC1 TRFRET art,SRC3 TRFRET art
Nc1nc2ccccc2n1C(=O)c1ccc(F)cc1,1402,1478
Cc1cccc(N2N=C(C(=O)N3CC(=O)Nc4ccccc43)CCC2=O)c1,2081,1678
CC1(C(=O)N/N=C/c2ccc([N+](=O)[O-])o2)CC1(Br)Br (centres undefined),2102,1705
CN1CCN(C(=O)c2ccc(CSc3ccc(Cl)cc3)cc2)CC1,1557,1505
CCN(CCCNC(=O)CCCOc1cc(=O)n(C)c2ccccc12)Cc1ccccc1,1714,1652
Cc1cc(C)n(CC(=O)N2CCCC(C(=O)c3cccc(OC(C)C)c3)C2)n1 (centres undefined),1727,1280
Cc1nc2ccc(S(=O)(=O)Nc3cccc(-c4nc5cccnc5s4)c3)cc2s1,1989,1779
O=C(CCc1nnc(CCCCc2ccccc2)o1)NCCC1CCCCO1 (centres undefined),1740,1447
O=C(O)Cc1cc(I)c(Oc2ccc(O)c(I)c2)c(I)c1,1824,1700
Cc1ccc(C)c(OCC(O)CN2CCC(CN3C(=O)c4cccc5cccc(c45)C3=O)CC2)c1 (centres undefined),1631,1488
O=C(OCC(=O)N1CCCCCC1)c1ccc([N+](=O)[O-])cc1Cl,2016,1646
CC(=O)N1C(=S)NC(=O)/C1=C1/C(=O)N(CC(=O)Nc2cccc(C)c2)c2ccccc21,1777,1753

Continuation:
Compound,SRC1 TRFRET art,SRC3 TRFRET art
CC1CCCC(NC(=O)COC(=O)CCSc2ccccc2)C1C (centres undefined),1646,1725
O=C1CN(C(=O)/C=C/c2ccco2)c2ccccc2N1,1738,1385
COc1ccc(CSc2n[nH]c(C)n2)cc1[N+](=O)[O-],1911,1665
O=C(NC1CCS(=O)(=O)C1)c1ccc(S(=O)(=O)N2CCCCC2)cc1 (centres undefined),1810,1614
CCCc1[nH]n(-c2ccc([N+](=O)[O-])cc2)c(=O)c1C=NCCc1ccc(OC)c(OC)c1,1617,1422
CN(C)CCNC(=O)c1cccc(S(=O)(=O)Nc2ccccc2F)c1,2002,1647
O=C(Cc1n[nH]c(=O)c2ccccc12)NCc1ccccc1,1842,1561
C/C(=N\NC(=O)C1(C)CC1(Br)Br)c1cccc(NC(=O)C(C)(C)C)c1 (centres undefined),2029,1549
O=C(CNCc1ccc(Cl)cc1)NCc1ccco1,2076,1475
COc1cc(C(=O)Nc2cccc3ncccc23)cc(OC)c1OC,1608,1814
CC(=O)NC(=S)Nc1ccccc1N1CCN(C(=O)c2ccccc2)CC1,1515,1533
COc1ccc([N+](=O)[O-])cc1NC(=O)c1ccc(Br)s1,2669*,2129*

In a second layout: 7 of the compounds above
Under each structure: SRC1 TRFRET art, SRC3 TRFRET art
> COC(=O)c1ccc2c(=O)[nH]c(CCl)nc2c1
  1559, 1444
> CNS(=O)(=O)c1ccc(NC(=O)C2CC(=O)N(c3ccc(Cl)cc3)C2)cc1 (centres undefined)
  1767, 1515
> CCOC(=O)/C(=N/Nc1ccc(OC)cc1)Sc1nnc(CCc2ccccc2)n1-c1ccccc1
  1614, 1469
> CCOc1ccc(N2CC(C(=O)NCCN3C(=O)S/C(=C\c4cccnc4)C3=O)CC2=O)cc1 (centres undefined)
  1654, 1334
> Cn1c(-c2cccc3ccccc23)n[nH]c1=S
  1768, 1502
> Cc1ccc(NC(=O)C(C)N2C(=O)c3ccccc3C2=O)cc1S(=O)(=O)N1CCOCC1 (centres undefined)
  1894, 1639
> CCC(C)NC(=O)c1ccc(CSc2nc3ccncc3n2Cc2ccc(F)cc2)cc1 (centres undefined)
  1625, 1722

The list goes on.
Compound,SRC1 TRFRET art,SRC3 TRFRET art
Cc1onc(-c2ccccc2Cl)c1C(=O)OCc1cnc(Cl)s1,1816,1469
O=S(=O)(c1ccc(NC(=S)NCCc2ccccc2)cc1)N1CCOCC1,2046,1683
CCN(CC)C(=O)C1CCCN(c2ccccc2[N+](=O)[O-])C1 (centres undefined),1698,1365
O=C1c2cccc3cccc(c23)C(=O)N1CCN1CCN(CC(O)COCc2ccc(Cl)cc2)CC1 (centres undefined),2055,1398
N/C(=N\OC(=O)COc1ccccc1)c1ccc(Cl)cc1,1871,1463
Cc1ccc(C(=O)N(CC(=O)Nc2ccc(Cl)c(Cl)c2)Cc2ccco2)cc1,1531,1364
CCCn1nnc(NC(=O)c2ccc(-c3cc(Cl)ccc3Cl)o2)n1,1686,1365
Cc1cc(-c2nnc(CCC(=O)N(CC3CCC3)CC3CCCO3)o2)no1 (centres undefined),1428,1639
COc1cc(C(=O)N/C(=C\c2cn(S(=O)(=O)N(C)C)c3ccccc23)C(=O)NCCCO)cc(OC)c1OC,1991,1601
